V-ATPase pHluor: alters yeast V-ATPase proton transport | S. cerevisiae, pHLuorin cytosolic pH fluorescence | response, % at 10 µM | actives 0.37% (n = 350,000) | AID 504577; in the data active = response mostly above about 7.3%, no sharp cut-off; inactive = mostly below about 5.4%; note: actives read high; inactives centre near 0; some compounds called inactive have numbers as strong as hits; reference of the scale not given here
RTF Ca sens act: increases calcium sensitivity of human cardiac regulated thin filaments. activation, % at 7.2 µM. IANBD-labeled TnC RTF fluorescence at EC20 calcium; 0% EC20 calcium, 100% full calcium. actives 0.24% (n = 340,000). P19429+P45379;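 active = activation above the mean over all tested compounds plus 3 SD, cut at about 30% in these data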;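 note: rise in fluorescence read as greater calcium sensitivity of cardiac thin filaments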
Wnt bcat act: activators of Wnt/beta-catenin signaling. activation, % at 9.35 µM. Wnt/beta-catenin reporter cell assay, activator, plate reader. actives 1.2% (n = 300,000); in the data active = activation above about 30%, passing the limit was not always enough;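 note: 0% = neutral control wells and 100% = positive control wells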
Keap1-Nrf2 PPI: inhibitors of human Keap1-Nrf2 protein-protein interaction; Keap1 Kelch-Nrf2 peptide fluorescence polarization, 1536-well; AID 504523; inhibition, % at 9.4 µM; actives 0.15% (n = 340,000); Q14145; in the data active = inhibition above about 12%;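 note: human Keap1 Kelch domain with fluorescein labeled Nrf2 9mer peptide probe; 0% = neutral control wells and 100% = peptide positive control; higher means more block of Keap1 binding to Nrf2 peptide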
Target sequence (Q14145 whole entry, looked up, the tested form may be a part): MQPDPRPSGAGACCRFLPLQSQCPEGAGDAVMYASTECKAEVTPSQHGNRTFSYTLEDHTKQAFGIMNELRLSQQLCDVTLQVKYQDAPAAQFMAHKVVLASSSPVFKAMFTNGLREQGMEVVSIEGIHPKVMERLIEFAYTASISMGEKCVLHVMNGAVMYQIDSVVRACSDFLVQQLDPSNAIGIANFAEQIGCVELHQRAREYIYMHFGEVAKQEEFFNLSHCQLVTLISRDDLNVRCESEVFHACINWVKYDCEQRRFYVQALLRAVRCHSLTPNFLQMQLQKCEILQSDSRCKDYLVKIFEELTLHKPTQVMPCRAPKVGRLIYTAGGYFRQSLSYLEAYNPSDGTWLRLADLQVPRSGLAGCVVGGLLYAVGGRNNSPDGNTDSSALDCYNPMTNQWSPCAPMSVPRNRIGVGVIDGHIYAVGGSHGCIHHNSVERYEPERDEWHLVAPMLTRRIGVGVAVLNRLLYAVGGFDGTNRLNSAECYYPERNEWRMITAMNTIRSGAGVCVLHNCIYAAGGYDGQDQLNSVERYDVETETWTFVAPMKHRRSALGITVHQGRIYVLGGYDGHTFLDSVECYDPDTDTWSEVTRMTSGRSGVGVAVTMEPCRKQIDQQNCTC
DSG3 Ab inh: human desmoglein-3 autoantibody binding inhibition. P32926. DSG3-coupled beads, scFv-anti-DSG3-GFP binding, flow cytometry; hits give low values. binding (percent of control), % at 10 µM. actives 0.48% (n = 310,000). AID 588358;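 active = binding more than 3 SD below its plate's average and above zero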;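 note: hits lower antibody fragment binding to DSG3; some compounds called inactive have numbers as strong as hits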
Arrestin-AP2 inh: human beta-arrestin and AP2 interaction inhibition; FITC-arrestin peptide / GST-AP2 beads, flow cytometry; AP2 beta2 appendage carries R879A mutation; inhibition, % at 10 µM; actives 0.31% (n = 340,000);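 active = inhibition above a set limit, near 3 SD of compounds lacking own fluorescence, cut at about 54% in these data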;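 note: plate controls were DMSO wells for no effect and 5 µM unlabelled arrestin peptide for full effect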
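System: GST-AP2 R879A glutathione beads; medium: PBS, Tween 20 0.05%, BSA 0.1%; reagent: fluorescein-tagged arrestin peptide at 50 nM final; schedule: pre-incubation 12 min, peptide binding 1 h, room temperature; detection: flow cytometry, FL1 (488/535 nm); read-out: inhibition as reduced fluorescein signal on beads, percent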
Cardiac RTF inh: cardiac RTF calcium desensitization; IANBD-labeled cardiac RTF, Ca2+ fluorescence; AID 493244; inhibition, % at 7.15 µM; actives 0.12% (n = 340,000);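 active = inhibition above the mean inhibition of all tested compounds plus 3 SD, cut at about 17% in these data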;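 note: assay run at fixed EC70 calcium of 1.6 mM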
MOR-DOR ag: agonists of human mu-delta opioid receptor heterodimerization | P35372+P41143 | cells, OPRM1-OPRD1 heterodimerization, luminescence | AID 504326 | actives 0.3% (n = 340,000) | activation, % at 9.3 µM; in the data active = activation above about 18%;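 note: 0% = vehicle-treated cells and 100% = reference agonist; values of inactives mirror those of a sister screen read the other way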
C-LANA FP: blocks KSHV LANA C-terminal domain binding to DNA. actives 0.078% (n = 340,000). inhibition, % at 9 µM. MBP-C-LANA/FAM-LBS DNA binding, fluorescence polarization;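 active = highest replicate inhibition at or above 60% at 9 µM, even if other replicates fall short; inactive = all replicates below 60% inhibition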;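 note: 0% = neutral control wells and 100% = 4 µM acridine orange control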
OPRM1-OPRD1 inv: inverse agonist of human OPRM1-OPRD1 heterodimerization; cell-based MOR-DOR heterodimer luminescence, inverse agonism; inhibition, % at 9.3 µM; actives 0.21% (n = 340,000); AID 504357; in the data active = inhibition above about 22%, passing the limit was not always enough;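 note: 0% = cells with DMSO and 100% = wells without cells with DMSO; values of inactives mirror those of a sister screen read the other way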
Starred values were filed as active, the others as inactive; / = no result given.

| compound | V-ATPase pHluor | RTF Ca sens act | Wnt bcat act | Keap1-Nrf2 PPI | DSG3 Ab inh | Arrestin-AP2 inh | Cardiac RTF inh | MOR-DOR ag | C-LANA FP | OPRM1-OPRD1 inv |
| --- | --- | --- | --- | --- | --- | --- | --- | --- | --- | --- |
| COC(=O)CCCCC1SCC(NC(=O)c2ccccc2)C1OC(C)=O (centres undefined) | -2 | 3 | 3 | 3 | 100 | 33 | -8 | -1.2 | -0.4 | 6 |
| O=C(/C=C/c1cc2ccccc2o1)c1ccccc1O | 3 | 6 | 39* | -6 | 97 | 5 | -7 | 0.5 | 1.2 | -3 |
| CC1=C(C(=O)Nc2ccc(C(=O)NC(C)c3ccccc3)cc2)SCCO1 (centres undefined) | -1 | 10 | -1 | -5 | 102 | 3 | -7 | -0.8 | 0.1 | 5 |
| CCCSc1nsc(NC(=O)C(c2ccccc2)c2ccccc2)n1 | 1 | -12 | / | -4 | 100 | 0 | -5 | 7.4 | -1.0 | -44 |
| Cc1nn(C)cc1C1C2=C(CC(C)(C)CC2=O)N(c2ccccc2)C2=C1C(=O)CC(C)(C)C2 | 0 | -2 | -2 | -4 | / | 2 | 5 | 2.4 | 1.0 | -14 |
| N/C(=N\OC(=O)CCc1ccccc1)c1cccnc1 | -1 | -2 | -2 | -5 | 97 | -7 | -1 | 2.6 | -0.6 | -19 |
| O=C(NCC1CCCO1)c1ccc(S(=O)(=O)N2CCC(c3nc4ccc(Cl)cc4[nH]3)CC2)cc1 (centres undefined) | -9 | -2 | / | 5 | 96 | 10 | -11 | -0.1 | -0.2 | 1 |
| CCOC(=O)C1CCN(C(=O)CN(c2ccc(Cl)c(C(F)(F)F)c2)S(C)(=O)=O)CC1 | 2 | 5 | / | -5 | 110 | -3 | -12 | -0.2 | 1.3 | 1 |
| CCC12C(=O)C(CC)(C(c3ccccc3)=C1c1ccccc1)[C@@H]1C(=O)N(c3ccc(C)cc3)C(=O)C12 (some centres undefined) | 2 | 5 | -2 | -3 | 91 | -4 | 2 | -1.9 | 1.0 | 9 |
| O=CN1Cc2ccccc2-c2ccccc2C1 | 1 | 0 | 0 | -4 | 96 | -2 | -3 | -2.9 | 0.1 | 15 |
| COC(=O)c1ccc(OCC(O)CN2CCN(C(=O)c3ccco3)CC2)c(OC)c1 (centres undefined) | -4 | 0 | -1 | -3 | 92 | 5 | -2 | -0.8 | -0.1 | 4 |
| O=C(Nc1nnc(C2CC2)s1)c1cccc(S(=O)(=O)N2CCc3ccccc32)c1 | 6 | 2 | / | 0 | 102 | 24 | -32 | 0.1 | -0.4 | -1 |
| O=C(/C=C/c1ccc(OC(F)F)cc1)OCC(=O)N1CCC(c2ccccc2)=N1 | 1 | 3 | -5 | 1 | 93 | -6 | 4 | -1.2 | 0.7 | 5 |
| O=C1COc2ccc(C(=O)c3ccccc3C(=O)NCc3ccco3)cc2N1 | 4 | -7 | / | -13 | 101 | -5 | -3 | -1.1 | -1.2 | 6 |
| CCC(C)NS(=O)(=O)c1ccc(NC(=O)CCC2CCCCC2)cc1 (centres undefined) | -1 | -2 | -4 | -2 | 95 | 14 | -5 | 2.4 | 1.5 | -13 |
| CSc1nc(N2CCOCC2)cc(N2CCOCC2)n1 | -2 | -5 | 0 | 1 | 108 | 17 | -12 | -3.0 | 0.8 | 16 |

Pulled by compound from the entries so far, 6 records:
| compound | V-ATPase pHluor | RTF Ca sens act | Wnt bcat act | Keap1-Nrf2 PPI | DSG3 Ab inh | Arrestin-AP2 inh | Cardiac RTF inh | MOR-DOR ag | C-LANA FP | OPRM1-OPRD1 inv |
| --- | --- | --- | --- | --- | --- | --- | --- | --- | --- | --- |
| CCC(C)NS(=O)(=O)c1ccc(NC(=O)CCC2CCCCC2)cc1 (centres undefined) | -1 | -2 | -4 | -2 | 95 | 14 | -5 | 2.4 | 1.5 | -13 |
| O=C1COc2ccc(C(=O)c3ccccc3C(=O)NCc3ccco3)cc2N1 | 4 | -7 | / | -13 | 101 | -5 | -3 | -1.1 | -1.2 | 6 |
| COC(=O)c1ccc(OCC(O)CN2CCN(C(=O)c3ccco3)CC2)c(OC)c1 (centres undefined) | -4 | 0 | -1 | -3 | 92 | 5 | -2 | -0.8 | -0.1 | 4 |
| O=CN1Cc2ccccc2-c2ccccc2C1 | 1 | 0 | 0 | -4 | 96 | -2 | -3 | -2.9 | 0.1 | 15 |
| CCC12C(=O)C(CC)(C(c3ccccc3)=C1c1ccccc1)[C@@H]1C(=O)N(c3ccc(C)cc3)C(=O)C12 (some centres undefined) | 2 | 5 | -2 | -3 | 91 | -4 | 2 | -1.9 | 1.0 | 9 |
| O=C(/C=C/c1ccc(OC(F)F)cc1)OCC(=O)N1CCC(c2ccccc2)=N1 | 1 | 3 | -5 | 1 | 93 | -6 | 4 | -1.2 | 0.7 | 5 |

Continuation:
| compound | V-ATPase pHluor | RTF Ca sens act | Wnt bcat act | Keap1-Nrf2 PPI | DSG3 Ab inh | Arrestin-AP2 inh | Cardiac RTF inh | MOR-DOR ag | C-LANA FP | OPRM1-OPRD1 inv |
| --- | --- | --- | --- | --- | --- | --- | --- | --- | --- | --- |
| Cn1cccc1Cc1nnc(SCC(=O)Nc2nccs2)n1C | 6 | -8 | -2 | -1 | 102 | 50 | -4 | -0.7 | -0.4 | 4 |
| COc1ccc(C(=O)C2CCCN(Cc3sc(N4CCCC4)nc3Cl)C2)c(OC)c1 (centres undefined) | -4 | 0 | 9 | -5 | 101 | 15 | -5 | -1.4 | 0.0 | 6 |
| C/C(=N\OC(=O)c1ccccc1)c1c(C)nc2cc(C)ccn12 | 5 | -1 | -1 | 0 | 106 | 32 | 5 | -2.9 | 1.3 | 15 |
| CN(C)NC(=O)C(NC(=O)c1ccc(N)cc1)C12CC3CC(CC(C3)C1)C2 (centres undefined) | 0 | -6 | -2 | -4 | 84 | 5 | 5 | -3.0 | 1.1 | 19 |
| O=S(=O)(NCC1CCCO1)c1ccc(S(=O)(=O)N(Cc2ccc(F)cc2)C2CCCCC2)cc1 (centres undefined) | / | 9 | -4 | -6 | 94 | 5 | -11 | 9.8 | 1.5 | -52 |
| CCOC(=O)Nc1sc2c(c1C#N)CCC(C)C2 (centres undefined) | -4 | -4 | / | 0 | 92 | 4 | -6 | 0.4 | -0.3 | -2 |
| Cc1ccnc(NC(=O)c2cnc(Cl)c(Cl)c2)c1 | 6 | 4 | 6 | -4 | 121 | -4 | 1 | 0.6 | 3.0 | -4 |
| COc1ccc(NC(=O)COC(=O)c2ccc(S(=O)(=O)N3CCCC3)cc2)cc1OC | 0 | -1 | -4 | 2 | / | 2 | 5 | -1.4 | 0.0 | 6 |
| CCN(C(=O)COC(=O)c1cc(-c2ccccc2)nc2c1c(C)nn2-c1ccccc1)C1CCS(=O)(=O)C1 (centres undefined) | -1 | 0 | / | 0 | / | 28 | -16 | -1.9 | -0.6 | 10 |
| Cc1ccc(CCC(=O)Nc2cc(Cl)ccc2Cl)o1 | -2 | 39* | 2 | -4 | 94 | 6 | -7 | 2.9 | 1.0 | -14 |
| O=C(COC(=O)CNC(=O)c1ccccc1)Nc1nc(-c2ccccc2)cs1 | 2 | -3 | 6 | -4 | 85 | 3 | -7 | 0.5 | 0.1 | -2 |
| COc1cc(C(=O)NCCN2CCOCC2)cc(OC)c1OC | -3 | 1 | -2 | 2 | 102 | -5 | -8 | -1.7 | 1.0 | 10 |
| O=C(c1ccc(CNS(=O)(=O)c2ccc(Br)cc2)cc1)N1CCCCCC1 | 1 | -7 | -2 | -1 | 94 | 29 | -6 | 1.7 | -1.7 | -9 |
| CSc1ccccc1NC(=O)CSCc1ccc(C)cc1 | 1 | -1 | 0 | -1 | 102 | 6 | -1 | 2.6 | 1.8 | -14 |
| O=C1C2C3C=CC(CC3)C2C(=O)N1/N=C/c1ccco1 (centres undefined) | 0 | -4 | 0 | 5 | 100 | 0 | 1 | -1.3 | -0.8 | 7 |
| O=C(c1nc2nc(-c3ccccc3)cc(C(F)(F)F)n2n1)N1CCOCC1 | -1 | 4 | / | -3 | 103 | 18 | 2 | -1.7 | 1.5 | 9 |

Sorted by length of the SMILES (smallest number first): four of the compounds above
| compound | V-ATPase pHluor | RTF Ca sens act | Wnt bcat act | Keap1-Nrf2 PPI | DSG3 Ab inh | Arrestin-AP2 inh | Cardiac RTF inh | MOR-DOR ag | C-LANA FP | OPRM1-OPRD1 inv |
| --- | --- | --- | --- | --- | --- | --- | --- | --- | --- | --- |
| CSc1ccccc1NC(=O)CSCc1ccc(C)cc1 | 1 | -1 | 0 | -1 | 102 | 6 | -1 | 2.6 | 1.8 | -14 |
| Cc1ccc(CCC(=O)Nc2cc(Cl)ccc2Cl)o1 | -2 | 39* | 2 | -4 | 94 | 6 | -7 | 2.9 | 1.0 | -14 |
| O=C1C2C3C=CC(CC3)C2C(=O)N1/N=C/c1ccco1 (centres undefined) | 0 | -4 | 0 | 5 | 100 | 0 | 1 | -1.3 | -0.8 | 7 |
| O=C(c1ccc(CNS(=O)(=O)c2ccc(Br)cc2)cc1)N1CCCCCC1 | 1 | -7 | -2 | -1 | 94 | 29 | -6 | 1.7 | -1.7 | -9 |

The list goes on.
| compound | V-ATPase pHluor | RTF Ca sens act | Wnt bcat act | Keap1-Nrf2 PPI | DSG3 Ab inh | Arrestin-AP2 inh | Cardiac RTF inh | MOR-DOR ag | C-LANA FP | OPRM1-OPRD1 inv |
| --- | --- | --- | --- | --- | --- | --- | --- | --- | --- | --- |
| CS(=O)(=O)N1CCC(Oc2ccccc2C(=O)NC(C2CC2)C2CC2)CC1 | 4 | 6 | -1 | -1 | 106 | 21 | 4 | -2.8 | -0.7 | 14 |
| O=C(CNC(=O)c1ccc2c(c1)OCO2)N/N=C/c1cc(Br)ccc1O | 2 | -4 | -4 | -3 | 104 | 1 | -1 | 1.1 | 0.6 | -6 |
| Cc1cc(C)cc(NC(=O)CCn2cnc3cc(C)c(C)cc32)c1 | -4 | 11 | 38* | -3 | 106 | 18 | -23 | 1.1 | 0.8 | -5 |
| Cc1cc(N=NC(=O)c2ccccc2)ccc1O | 0 | 3 | 4 | -3 | 106 | 15 | -11 | 1.5 | 2.5 | -10 |
| Cc1cc(C)nc(NC(=O)C2c3ccccc3Oc3ccccc32)n1 | 0 | / | 0 | -3 | 109 | -1 | / | / | -0.2 | / |
| O=C(Nc1cc(S(=O)(=O)N2CCCCC2)ccc1O)c1ccccc1NS(=O)(=O)c1ccc(F)c(F)c1 | 0 | -7 | -3 | -1 | 100 | -13 | -1 | -2.4 | 1.3 | 11 |
| CCOc1ccc(/C=N/Nc2cc(C)nc(N3CCOCC3)n2)cc1 | 3 | 6 | 5 | -2 | / | 6 | 0 | -1.9 | -0.1 | 9 |
| O=C(O)COc1ccccc1C(Nc1ccccn1)c1cc(Cl)c2cccnc2c1O (centres undefined) | -3 | -7 | / | -25 | 104 | 2 | -7 | -2.1 | 1.4 | 11 |

Screens from PubChem.
